PostGolgi ctrl: yeast control strain growth, post-Golgi counter-screen. efflux-deficient yeast background strain, growth absorbance A615, 16 h. 5% of 98,000 active. inhibition, % at 10 µM
S1P2 antag: S1P2 (human) receptor antagonism | O95136 | cell-based S1P2 antagonist assay, inhibition at 5 uM | inhibition, % at 5 µM | 0.21% of 97,000 active | AID 736; in the data active means inhibition above about 45%;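 further: CRE beta-lactamase reporter cells expressing human S1P2 stimulated with S1P; 0% = agonist at EC80 alone and 100% = agonist plus reference antagonist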
Target sequence (O95136 whole entry, looked up): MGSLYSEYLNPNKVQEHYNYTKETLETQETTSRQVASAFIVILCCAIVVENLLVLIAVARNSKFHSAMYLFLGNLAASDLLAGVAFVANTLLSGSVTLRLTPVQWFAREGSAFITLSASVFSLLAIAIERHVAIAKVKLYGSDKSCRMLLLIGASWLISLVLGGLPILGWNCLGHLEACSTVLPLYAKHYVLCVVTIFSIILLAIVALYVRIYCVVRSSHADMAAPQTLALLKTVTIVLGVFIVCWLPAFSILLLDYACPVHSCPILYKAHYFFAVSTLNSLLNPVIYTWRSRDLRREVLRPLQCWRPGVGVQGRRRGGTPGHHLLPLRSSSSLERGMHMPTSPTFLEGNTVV
PostGolgi yeast: growth inhibition of a yeast mutant, post-Golgi transport screen | AID 739 | inhibition, % at 10 µM | post-Golgi transport phenotypic cell assay | 0.9% of 98,000 active;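 further: yeast cells grown in 1536-well plates; yeast grown about 18 h at 30C before absorbance read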
PLAP act: human PLAP activation; P05187; purified PLAP enzyme, luminescent substrate read-out; active compounds read high; activation fold at 20 µM; AID 696; 1.2% of 96,000 active; in the data active means activation fold above about 2
Target sequence (P05187 whole entry, looked up): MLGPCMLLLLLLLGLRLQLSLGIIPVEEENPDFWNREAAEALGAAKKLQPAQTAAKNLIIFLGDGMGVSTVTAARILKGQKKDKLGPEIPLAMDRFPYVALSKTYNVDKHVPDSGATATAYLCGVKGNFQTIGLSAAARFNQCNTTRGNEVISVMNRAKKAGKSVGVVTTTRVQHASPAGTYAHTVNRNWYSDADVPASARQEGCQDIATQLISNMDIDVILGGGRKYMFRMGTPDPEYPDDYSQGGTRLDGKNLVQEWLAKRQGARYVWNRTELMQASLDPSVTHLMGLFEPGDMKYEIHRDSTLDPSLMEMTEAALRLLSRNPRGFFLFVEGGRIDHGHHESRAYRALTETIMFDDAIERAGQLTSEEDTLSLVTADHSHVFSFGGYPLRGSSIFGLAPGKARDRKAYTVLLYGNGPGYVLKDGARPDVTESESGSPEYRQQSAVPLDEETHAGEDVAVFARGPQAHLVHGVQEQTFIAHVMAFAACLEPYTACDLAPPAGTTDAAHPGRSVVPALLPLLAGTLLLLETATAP
sEH inhibitor: blocks human soluble epoxide hydrolase activity | P34913 | recombinant human sEH enzymatic activity assay | inhibition, % at 2 µM | 0.34% of 91,000 active; in the data active means inhibition above about 80%; further: values of inactives mirror those of a sister screen read the other way; many of its hits are not listed in these tables
Mac1 fbg inh: CD11b/CD18-fibrinogen binding inhibition; P05107+P11215; K562 CD11b/CD18 adhesion to fibrinogen, ATPlite luminescence; Mn2+ added to activate the integrin; inhibition, % at 10 µM; 0.54% of 93,000 active; AID 1497;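 active means primary inhibition of 50% or more at 10 µM, then 40% or more on retest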; further: some results filed as inactive read as strong as hits
sEH act: activators of human soluble epoxide hydrolase; P34913; purified human sEH enzymatic activity, activator screen; activation, % at 2 µM; 0.04% of 91,000 active; in the data active means activation above about 37%; further: values of inactives mirror those of a sister screen read the other way
Ecoli WT expand: blocks growth of wild type E. coli BW25113. growth inhibition, % at 100 µM. 0.15% of 98,000 active. OD600 absorbance;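 active means growth inhibition above about 50% at one test dose, limit read from the data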;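 further: growth measured after 20 h incubation at 37 °C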
S1P2 ag: agonists of human S1P2 receptor; S1P2-expressing cell line, agonist reporter read-out; 0.46% of 97,000 active; activation, % at 4.5 µM; in the data active means activation above about 16%;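 further: 0% = vehicle low control and 100% = maximal reference agonist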
Active calls of the source: *; nt = no result given. Unless noted, no stated cut-off is given here; in the data, active means inhibition above about 30%; inactive means the rest.

Keys – A = PostGolgi ctrl; B = S1P2 antag; C = PostGolgi yeast; D = PLAP act; E = sEH inhibitor; F = Mac1 fbg inh; G = sEH act; H = Ecoli WT expand; I = S1P2 ag
> O=c1c(C=Nc2ccc(Cl)cc2)c[nH]n1-c1cccc(Cl)n1
  A = -2	B = 12	C = 0	D = 1.2	E = 4	F = nt	G = -2	H = 3	I = -2

> Cc1ccc2nc(C)c(Cl)c(=O)n2c1
  A = 3	B = -6	C = -1	D = 0.7	E = 9	F = 10	G = -7	H = 5	I = -3

> Cc1ccccc1OCCSc1nnc(C)n1-c1ccccc1
  A = 8	B = 2	C = 14	D = 1.5	E = -11	F = 1	G = 8	H = 5	I = -3

> Cc1cc(-n2c(C)cc(C(=O)CSc3ccc4c(c3)OCCO4)c2C)no1
  A = 21	B = 2	C = -8	D = 0.9	E = -4	F = 9	G = 4	H = -18	I = -11

> COc1ccc(N2C(=NC(C)=O)SC3CS(=O)(=O)CC32)cc1OC (stereo not drawn)
  A = -1	B = -6	C = 5	D = 1	E = -3	F = -11	G = 3	H = 3	I = -7

> O=C(O/N=C1/CCSc2ccccc21)c1ccc(F)cc1
  A = 18	B = -3	C = 1	D = 0.9	E = -8	F = nt	G = 12	H = -8	I = -9

> CC(=O)Nc1ccc(S(=O)(=O)NCCSc2ccccn2)cc1
  A = 3	B = 13	C = -4	D = 1	E = -5	F = -6	G = 1	H = -4	I = -8

> C=C(C)COc1ccc(-c2[nH]ncc2-c2ccccc2)c(O)c1
  A = 62*	B = -13	C = 45*	D = 1.7	E = -16	F = nt	G = 20	H = 26	I = -2

> COc1ccc(CN/C(C)=C(/C#N)C(N)=O)cc1OC
  A = 3	B = -19	C = 10	D = 0.9	E = 2	F = -5	G = -2	H = -3	I = 0

> O=c1nc(-c2ccccc2)n(-c2ccccc2)c2ncccc12
  A = 15	B = 4	C = -7	D = 1.1	E = 2	F = nt	G = 0	H = 2	I = -7

> O=C1c2ccccc2C(Nc2ccc(S(=O)(=O)N3CCOCC3)cc2)N1Cc1ccco1 (stereo not drawn)
  A = 13	B = 22	C = -8	D = 1.2	E = -4	F = -8	G = 8	H = 6	I = -2

> CCOc1ccc(C2CC(=O)n3nc(C45CC6CC(CC(C6)C4)C5)nc3S2)cc1OC (stereo not drawn)
  A = 8	B = 6	C = -7	D = 1.5	E = -10	F = 24	G = 9	H = 5	I = -2

> O=C(Nc1ccc2c(c1)OCO2)C1CC(c2ccc(F)cc2)=NO1 (stereo not drawn)
  A = 10	B = 8	C = -6	D = 0.8	E = -8	F = -20	G = 10	H = 0	I = -3

> COc1ccccc1CNC(=O)c1ccoc1C
  A = -1	B = -10	C = -3	D = 1.4	E = -4	F = 13	G = 7	H = -9	I = -7

> COc1cccc(C2C(C(=O)Nc3cccnc3)=C(C)Nc3nnnn32)c1OC (stereo not drawn)
  A = 5	B = 0	C = -2	D = 1.1	E = nt	F = 3	G = nt	H = -14	I = -5

An excerpt of these results, tab-delimited.
compound	PostGolgi ctrl	S1P2 antag	PostGolgi yeast	PLAP act	sEH inhibitor	Mac1 fbg inh	sEH act	Ecoli WT expand	S1P2 ag
Cc1ccccc1OCCSc1nnc(C)n1-c1ccccc1	8	2	14	1.5	-11	1	8	5	-3
Cc1cc(-n2c(C)cc(C(=O)CSc3ccc4c(c3)OCCO4)c2C)no1	21	2	-8	0.9	-4	9	4	-18	-11
COc1ccc(N2C(=NC(C)=O)SC3CS(=O)(=O)CC32)cc1OC (stereo not drawn)	-1	-6	5	1	-3	-11	3	3	-7
O=C(O/N=C1/CCSc2ccccc21)c1ccc(F)cc1	18	-3	1	0.9	-8	nt	12	-8	-9
CC(=O)Nc1ccc(S(=O)(=O)NCCSc2ccccn2)cc1	3	13	-4	1	-5	-6	1	-4	-8
C=C(C)COc1ccc(-c2[nH]ncc2-c2ccccc2)c(O)c1	62*	-13	45*	1.7	-16	nt	20	26	-2
COc1ccc(CN/C(C)=C(/C#N)C(N)=O)cc1OC	3	-19	10	0.9	2	-5	-2	-3	0
O=c1nc(-c2ccccc2)n(-c2ccccc2)c2ncccc12	15	4	-7	1.1	2	nt	0	2	-7
O=C1c2ccccc2C(Nc2ccc(S(=O)(=O)N3CCOCC3)cc2)N1Cc1ccco1 (stereo not drawn)	13	22	-8	1.2	-4	-8	8	6	-2
CCOc1ccc(C2CC(=O)n3nc(C45CC6CC(CC(C6)C4)C5)nc3S2)cc1OC (stereo not drawn)	8	6	-7	1.5	-10	24	9	5	-2
O=C(Nc1ccc2c(c1)OCO2)C1CC(c2ccc(F)cc2)=NO1 (stereo not drawn)	10	8	-6	0.8	-8	-20	10	0	-3
COc1ccccc1CNC(=O)c1ccoc1C	-1	-10	-3	1.4	-4	13	7	-9	-7

(continued)
Keys – A = PostGolgi ctrl; B = S1P2 antag; C = PostGolgi yeast; D = PLAP act; E = sEH inhibitor; F = Mac1 fbg inh; G = sEH act; H = Ecoli WT expand; I = S1P2 ag
> CCCOc1ccc(C2C(C(=O)c3ccc(C)o3)=C(O)C(=O)N2Cc2cccnc2)cc1 (stereo not drawn)
  A = nt	B = 3	C = nt	D = 1.6	E = 2	F = 10	G = -4	H = nt	I = -3

> Cc1cccc(OCC(O)Cn2c(NCCCOC(C)C)nc3c2c(=O)[nH]c(=O)n3C)c1 (stereo not drawn)
  A = 7	B = 17	C = 0	D = 1.2	E = nt	F = 6	G = nt	H = 0	I = -5

> CCSCCNC(=O)c1cncc(Br)c1
  A = 1	B = 5	C = 6	D = 1	E = 11	F = 6	G = -11	H = 8	I = -4

> O=C(c1ccc(Cl)cc1)c1c[nH]c(C(=O)C(Cl)(Cl)Cl)c1
  A = 13	B = -1	C = 10	D = 0.9	E = 3	F = 23	G = 0	H = 6	I = -7

> CC(C)Cn1cnc2c(c(-c3ccccc3)c(-c3ccccc3)n2Cc2ccco2)c1=N
  A = 62*	B = 30	C = 83*	D = 1.7	E = 13	F = 14	G = -12	H = 16	I = -3

> O=S(=O)(c1ccc(F)cc1)n1ccc(-c2cccc(OCc3ccc(Cl)cc3Cl)c2)n1
  A = 8	B = 6	C = 0	D = 0.6	E = -6	F = nt	G = 9	H = -25	I = -5

> Cc1nc(N2CCCCC2)c2sc(=S)n(C)c2n1
  A = -11	B = -19	C = -7	D = 0.9	E = -9	F = 6	G = 9	H = 4	I = -1

> Cc1c(C(=O)N2CCCCC2)sc(NC(=O)C2CC2)c1C#N
  A = 18	B = -11	C = -7	D = 1.1	E = 6	F = -5	G = -7	H = -3	I = -6

> COC(=O)Nc1ccc2c(c1)ncn2C1CCCCC1
  A = 0	B = -7	C = 5	D = 1.1	E = -6	F = 2	G = 6	H = 6	I = -1

> CCN(CC)C(=O)N1CCn2c(nc3ccccc32)C1
  A = nt	B = 4	C = nt	D = nt	E = -3	F = nt	G = 6	H = nt	I = -2

> CCc1nc2nc(C)cc(Nc3cccc(C(F)(F)F)c3)n2n1
  A = 11	B = nt	C = 8	D = 2.4*	E = nt	F = -24	G = nt	H = 0	I = nt

> O=C(COc1ccccc1Cl)N1CCN(c2ccc(F)cc2)CC1
  A = 16	B = -3	C = 9	D = 0.8	E = 10	F = -1	G = -8	H = -12	I = -3

> CCSC1(SCC)N=C(N)C2(C#N)C(c3ccccc3)NC(C)=CC12C#N (stereo not drawn)
  A = 2	B = 31	C = 0	D = 0.9	E = -1	F = -19	G = 3	H = -6	I = -11

> CCNC(=S)NNC(=O)C1CCCCC1
  A = 6	B = -6	C = -1	D = 1.8	E = 0	F = -3	G = 1	H = 10	I = -7

> COC(=O)c1ccc(Cn2cc(Cl)cn2)cc1
  A = 2	B = 5	C = -5	D = 0.9	E = -21	F = -4	G = 23	H = -8	I = -3

Other records:
Value order – PostGolgi ctrl, S1P2 antag, PostGolgi yeast, PLAP act, sEH inhibitor, Mac1 fbg inh, sEH act, Ecoli WT expand, S1P2 ag
- Cc1cccc2cc(C#N)c(N3CCN(C)CC3)nc12
    6, -9, 6, 1.1, -4, -3, 3, 11, -1
- CCCSc1nc(NCc2ccco2)c2c3c(sc2n1)COC(C)(C)C3
    47*, -2, -1, 1, 4, nt, -2, -6, -2
- CN1C(=O)c2ccccc2N(C)C1c1cccs1 (stereo not drawn)
    -7, -7, 14, 1, 11, -5, -10, 8, -4
- Cc1ccc(S(=O)(=O)N2CCOCC2)cc1C(=O)N1C(=O)c2cccc(N)c2C1=O
    -2, 15, 15, 1.1, -10, -14, 9, -2, -6
- Cc1cc(C)n(CCOc2nonc2N)n1
    -7, 20, 4, 1.1, -18, -4, 19, -6, -3
- O=C(N1CCCCC1)C12CC3CC(C1)CC(C(=O)N1CCCCC1)(C3)C2
    -2, nt, -5, 1.3, nt, -5, nt, -2, nt
- CC[C@@H](C)[C@H](NS(=O)(=O)c1ccc(C)cc1)C(=O)N1CCC(C(=O)NCC(=O)O)CC1
    -9, -4, 0, 1.3, 9, 23, -10, -1, 0
- CCCCn1nnnc1SCC(=O)Nc1ccc2c(c1)OCO2
    0, 14, 9, 0.8, 22, -7, -24, 12, -8
- CON(C)c1nc(NCC(C)C)nc(OCC#N)n1
    2, -19, 1, 0.8, -2, -6, 2, 9, -9
- Cc1noc(C)c1C(=O)Nc1nc(C23CC4CC(CC(C4)C2)C3)cs1
    23, -29, 0, 1.1, 10, 1, -9, -5, 1
- Cn1cc(Cl)c(C(=O)NC2CCCCCC2)n1
    -2, -2, -2, 1.1, 7, nt, -7, -10, -3
- Cc1ccccc1OCC(=O)Nc1ccc2c(c1)COC2=O
    -10, 2, -4, 0.9, 6, -14, -5, 0, -2
- CCN1C(=O)/C(=C\N2CCN(c3ccccc3)CC2)SC1=S
    6, 12, 4, 1, nt, -8, nt, -5, -9
- Cc1cc(C)n(-c2nc(-c3ccc(Cl)c(Cl)c3)cs2)n1
    0, 3, 0, 1, 4, nt, -1, -1, -1
- N#CC1=C(N)C(C#N)(C#N)[C@H](c2ccsc2)[C@H]2COCC=C12
    1, -2, -3, 1.2, 4, 16, -4, 5, -5
- COC(=O)CSc1ccc2nnc(-c3ccc(F)cc3)n2n1
    -2, 16, 16, 1, -25, nt, 26, 2, -7
- CN(C)c1ccc(NC(=O)COC(=O)CCC(=O)c2ccc(F)cc2)cc1
    4, 4, -1, 1.2, 4, 2, -4, -3, -2
- COC(=O)c1ccc(NC(=O)COC(=O)CSc2nc(C)cc(C)n2)cc1
    27, 7, 2, 1, -9, -2, 12, 3, -8
- N#CN=C(N)c1ccccc1
    8, 18, 3, 1, nt, 10, nt, 2, -2
- O=c1c(N2CCOCC2)nsnc1N1CCOCC1
    8, nt, 1, 0.9, nt, 36, nt, -4, nt
- CCn1nccc1C(=O)Nc1ccc(S(=O)(=O)NC23CC4CC(CC(C4)C2)C3)cc1
    nt, 11, nt, nt, 14, nt, -12, nt, -6
- CCC(CC)C(=O)Nc1cccc(C(=O)c2ccccc2)c1
    14, -15, -1, 1, -6, 6, 6, 10, -3
- COc1ccc(CCCc2nnc(SCC(=O)Nc3ncc(C)s3)o2)cc1
    43*, 11, 0, 1, -10, 2, 9, -9, -5
- Clc1ccc(-c2nc3ccccc3n2OCc2ccccc2)cc1
    29, 0, 6, 1, 2, -3, -4, -4, -1
- Cn1c(=O)oc2cc(S(=O)(=O)NCCN3CCCCCC3)ccc21
    -12, 9, -2, 0.9, nt, nt, nt, 0, -5
- N#Cc1cn(Cc2cccc(Cl)c2)c2ccccc12
    24, 9, -3, 1.1, -7, 34, 4, 2, -4
- COc1ccccc1NC(=O)CSc1nnc(-c2ccco2)n1Cc1ccco1
    0, -1, -4, 1.5, 2, 6, 0, 5, -2
- CCOC(=O)c1cc(NC(=O)SCC(=O)O)c(C)nc1C
    -8, 4, -5, 0.9, -12, 8, 16, 5, -2
- CCCCCn1c(SCC2CCCO2)nc2cc(C(=O)N3CCC(C(N)=O)CC3)ccc2c1=O (stereo not drawn)
    -2, 0, -4, 1.3, nt, nt, nt, 3, -1
- COc1ccc(NC(=O)CN2CCN(CC(=O)Nc3ccccc3Cl)CC2)c(OC)c1
    7, -13, -6, 1.2, -7, -33, 10, 2, -1
- O=C1CC(N2CCCc3ccccc32)C(=O)N1c1ccccc1Cl (stereo not drawn)
    nt, 8, nt, nt, 3, nt, -4, nt, -5
- COc1ccccc1CNc1nc2nc(C)c(C)c(=O)n2[nH]1
    12, 12, -8, 1.2, -6, -11, 8, -3, -9
- COC(=O)CCC(=O)NNC(=O)c1ccc(Cl)cc1Cl
    3, -14, -5, 1.1, -6, -4, 9, 13, -3
- COc1cc(CNCc2cccs2)ccc1OCc1cccs1
    28, -6, 0, 1.1, -10, -16, 13, 9, -6
- CN1CC=C2C(C#N)=C(N)C(C#N)(C#N)[C@H](c3ccoc3)[C@H]2C1
    2, -33, 1, 1, -32, 10, 29, -1, 0

Source: PubChem BioAssay (several laboratories)
